# Pin1 inhibitor: blocks the human prolyl isomerase Pin1; Pin1 FP peptide displacement, HiFluor488, 10 min; Q13526; 390,000 tested, 0.009% active; Potency, µM (series often up to 115 µM), inactives show at the top dose activity, negative = inhibition, actives largely listed as inhibitors; active = well fitted inhibition curve with a large enough effect in the polarisation, with a control signal flat, not every such curve was filed as active; inconclusive = small, poorly fitted or top-dose-only effect, or effect the other way, or a change in a side signal; inactive = no such curve, though single readings can be large or run the other way; the % refers to the polarisation; note: potency is the fitted concentration of half-maximal effect; % is set by controls: 0 for no effect and ±100 for the full control effect
# Target sequence (Q13526 whole entry, looked up): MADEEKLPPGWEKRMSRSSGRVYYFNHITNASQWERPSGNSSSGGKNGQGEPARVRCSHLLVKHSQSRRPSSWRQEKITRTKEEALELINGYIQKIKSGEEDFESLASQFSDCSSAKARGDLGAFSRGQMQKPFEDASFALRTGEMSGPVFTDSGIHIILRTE
# Tb PGK inh: inhibitors of T. brucei phosphoglycerate kinase; P07378; PGK/GAPDH coupled, Kinase-Glo luminescence, 60 min; Potency, µM (series often up to 57.5 µM), inactives show top-dose activity change, negative = inhibition, usual class: inhibitors; 380,000 tested, 0.043% active; AID 602233; note: potency is the fitted concentration of half-maximal effect; % is set by controls: 0 for no effect and ±100 for the full control effect; nearly all actives have a fitted effect of over 60% in size
#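 Recombinant glycosomal PGK reaction used 1,3-bisphosphoglycerate generated in-well by GAPDH (100nM final) in 100mM TEA pH 7.6, 5mM MgCl2, 0.01% Tween-20. After 60 minutes at room temperature, ATP was read by Kinase-Glo Plus luminescence end-point.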
# PI4K2A inh: inhibitors of human PI4K2A; purified PI4K2A, ADP-Glo luminescence, 1 h; active compounds read low; activity change, negative = inhibition, % at 76.9 µM; 420,000 tested, 0.13% active; in the data active = activity change below about -50%; inconclusive = mostly about -30% to -49%;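 note: -100% = wells without enzyme as full effect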
# Target sequence (Q9BTU6 whole entry, looked up): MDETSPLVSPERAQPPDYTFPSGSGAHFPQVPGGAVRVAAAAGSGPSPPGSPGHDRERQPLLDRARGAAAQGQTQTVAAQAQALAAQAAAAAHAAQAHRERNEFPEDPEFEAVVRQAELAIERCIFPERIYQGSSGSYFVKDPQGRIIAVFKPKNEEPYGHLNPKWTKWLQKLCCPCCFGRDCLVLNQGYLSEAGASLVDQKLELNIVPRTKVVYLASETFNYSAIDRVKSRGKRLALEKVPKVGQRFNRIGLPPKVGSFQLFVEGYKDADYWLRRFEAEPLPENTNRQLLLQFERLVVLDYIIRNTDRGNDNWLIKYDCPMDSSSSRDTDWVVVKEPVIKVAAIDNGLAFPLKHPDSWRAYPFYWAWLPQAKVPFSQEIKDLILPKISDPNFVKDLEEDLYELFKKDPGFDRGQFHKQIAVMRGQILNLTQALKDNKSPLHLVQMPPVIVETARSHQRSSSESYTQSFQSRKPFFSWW
#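 ADP-Glo luminescence measured ADP generated by PI4K2A enzyme (4 ug/mL before mixing) with 1.2 mM PI substrate (pre-mix) and 300 microM ATP (pre-mix). Tris pH7.5 buffer with MgCl2, Triton X-100; 1 h reaction at ambient temperature.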
# HP1b binding inh: inhibitors of HP1-beta chromodomain binding to methylated histone tails. AID 540317. P83916. 390,000 tested, 0.56% active. Potency, µM (titrated, usually from 114 µM), without a hit: top-dose activity change, negative = inhibition, hits mostly inhibitors. AlphaScreen HP1-beta / biotin-H3K9me3 peptide binding; note: potency is the fitted concentration of half-maximal effect; nearly all actives have a fitted effect of over 70% in size; inactives centre near 23
# Target sequence (P83916 whole entry, looked up): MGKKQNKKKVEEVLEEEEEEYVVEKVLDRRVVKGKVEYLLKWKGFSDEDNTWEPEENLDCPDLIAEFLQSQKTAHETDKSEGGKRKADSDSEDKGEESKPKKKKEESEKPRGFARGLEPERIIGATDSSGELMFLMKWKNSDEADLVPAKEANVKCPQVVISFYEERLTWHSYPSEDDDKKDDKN
#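 AlphaScreen: HP1-beta (50 nM) preformed 30 min with biotin-H3(1-18)K9me3 peptide (50 nM) in PBS pH 7.4, 0.01% Tween-20. Compound added for 30 min at RT, then streptavidin donor/nickel chelate acceptor beads (10 ug/mL) for 30 min.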
# GLS inh: blocks human kidney-isoform glutaminase activity; O94925; GLS enzymatic activity, qHTS titration; Potency, µM (highest dose often 45.5 µM), inactives show top-dose activity change, negative = inhibition, actives largely listed as inhibitors; 410,000 tested, 0.21% active; AID 624170; note: potency is the fitted concentration of half-maximal effect; % is set by controls: 0 for no effect and ±100 for the full control effect
#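 hKGA; 45 mM KH2PO4 pH 8.2 + 0.02% Tween-20; cpd via pin tool; 1 mM Gln soln; GluOx/HRP/Amplex Red; RT 30 min; fluor. t0 & final.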
# BAZ2B block: inhibitors of human BAZ2B bromodomain; Q9UIF8; AlphaScreen BAZ2B-H3K14Ac peptide displacement; Potency, µM (series often up to 114 µM), for the others: at the highest dose activity change, negative = inhibition, actives largely listed as inhibitors; 360,000 tested, 4.4% active; AID 504333; note: potency is the fitted concentration of half-maximal effect; % is set by controls: 0 for no effect and ±100 for the full control effect; nearly all actives have a fitted effect of over 60% in size
#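 BAZ2B (50 nM) with biotin-H3(5-23)K14Ac peptide (50 nM) in PBS pH 7.4, 0.01% Tween-20, preformed 30 min, then compound 30 min at room temperature; top concentration 110uM. AlphaScreen streptavidin donor/nickel chelate acceptor beads (10 ug/mL final), 20 min dark, signal read.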
# JMJD2A Tudor: blocks the human JMJD2A Tudor domain; AID 504339; AlphaScreen JMJD2A-Tudor / H3K4me3 peptide binding; 390,000 tested, 4.4% active; O75164; Potency, µM (doses to about 114 µM), for inactives: at the top dose activity change, negative = inhibition, actives largely listed as inhibitors; note: potency is the fitted concentration of half-maximal effect; % is set by controls: 0 for no effect and ±100 for the full control effect; nearly all actives have a fitted effect of over 50% in size
# ERG Ets-DNA blk: inhibitors of human ERG Ets domain-DNA interaction. P11308. fluorescence polarization, His-ERG Ets domain / labelled DNA. Potency, µM (highest dose often 76.9 µM), for inactives: at the highest dose FP activity, negative = inhibition, usual class: inhibitors. 370,000 tested, 0.028% active; active = well fitted inhibition curve with a large enough effect in the polarisation, with a control signal flat; inconclusive = small, poorly fitted or top-dose-only effect, or effect the other way, or a change in a side signal; inactive = no such curve, though single readings can be large or run the other way; the % refers to the polarisation;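 note: polarization taken with two DNA probes labelled with fluorescein and Texas red; potency is the fitted concentration of half-maximal effect; % of control where 0% means no effect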
#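 His-tagged ERG Ets domain (1 uM in the protein solution; 300mM KCl, 50mM Tris-HCl, 1mM EDTA, 1mM DTT, pH 7.5) received compound, then a probe mix of 5 nM fluorescein-DNA and 100nM Texas-615-DNA. Fluorescence polarization was read for both dyes.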
# G9a block: G9a (human) methyltransferase inhibition | Potency, µM (titrated, usually from 102 µM), inactives show top-dose activity, negative = inhibition, most hits filed as inhibitors | Q96KQ7 | G9a H3K9 monomethylation, AlphaScreen, 2 h | 350,000 tested, 8.8% active; note: potency is the fitted concentration of half-maximal effect; % is set by controls: 0 for no effect and ±100 for the full control effect; nearly all actives have a fitted effect of over 75% in size
#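 AlphaScreen detection with an anti-monomethyl H3K9 antibody quantified product after a 2 h room-temperature reaction containing 500 nM biotinylated H3K9 peptide, 20 µM SAM and 20 nM enzyme, which had been preincubated 15 min with compound.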
# * marks the source's active call; other numbers are inactive results; i = inactive; ? = inconclusive; nt = not tested or not shown; & = joins results of further samples; [ ] = another dose, or the depositor's remark. Unless noted, calls come from the whole dose curve; as a rule, active = well fitted curve in the direction sought with a large enough effect; inconclusive = small, poorly fitted or top-dose-only effect, or another doubt; inactive = no such curve, though single readings can be large; an effect the other way counts as inactive or inconclusive.
# Sample of the layout (3 entries):
SMILES,Pin1 inhibitor,Tb PGK inh,PI4K2A inh,HP1b binding inh,GLS inh,BAZ2B block,JMJD2A Tudor,ERG Ets-DNA blk,G9a block
CCCCOc1ccc(C(=O)NCC(=O)NCc2ccccn2)cc1,5%,-7%,-1,51%[activator],-4%,-9%,-4%,5%,-10%
Oc1ccc(O)c(Cc2nc3ccccc3s2)c1,-10%,5%,-1,20µM*,?,?,13µM*,34%[activator],10µM*
CC1=CSC2=NC(=O)/C(=C\c3cccn3-c3ccc([N+](=O)[O-])cc3)C(=N)N12,?,5%,-1,84%[activator],3%,10%,?,nt,-19%

# Results, repeating the preview:
SMILES,Pin1 inhibitor,Tb PGK inh,PI4K2A inh,HP1b binding inh,GLS inh,BAZ2B block,JMJD2A Tudor,ERG Ets-DNA blk,G9a block
CCCCOc1ccc(C(=O)NCC(=O)NCc2ccccn2)cc1,5%,-7%,-1,51%[activator],-4%,-9%,-4%,5%,-10%
Oc1ccc(O)c(Cc2nc3ccccc3s2)c1,-10%,5%,-1,20µM*,?,?,13µM*,34%[activator],10µM*
CC1=CSC2=NC(=O)/C(=C\c3cccn3-c3ccc([N+](=O)[O-])cc3)C(=N)N12,?,5%,-1,84%[activator],3%,10%,?,nt,-19%
C=CCSc1nnc(-c2ccccc2N=Cc2c(C)[nH]n(-c3ccccc3)c2=O)c(=O)[nH]1,-1%,-4%,-11,22%,30%,-11%,-15%,1%,?
COc1cccc2sc(N)nc12,-2%,2%,5,18%,6%,11%,-17%,1%,10%[0.501 µM]
O=C(COc1ccc2cc(Br)ccc2c1)N1CCOCC1,-2%,7%,0,56%[activator],6%,nt,4%,0%,nt
CC(C)(C)OC(=O)C[C@H]1C/C=C\C[C@H](CC(=O)NCCO)C(=O)N2CCC[C@@H]2COC1=O,-2%,i,-1,43%[activator],-1%,nt,-4%,-6%,nt
CCc1nnc(NC(=O)c2ccc(S(=O)(=O)N(CC)Cc3ccccc3)cc2)o1,-2%,5%,-3,-16%,?,50µM*,-18%[11.4 µM],-1%,-38%
CCc1ccc(Nc2cc(=O)n(C3CCCCC3)c(=O)[nH]2)cc1,2%,1%,?,32%,12%,1%,-19%,3%,-28%[12.7 µM]
CCC1(CC)NC(=O)N(CC(=O)OCn2nnc3ccccc3c2=O)C1=O,6%,8%,2,38%[activator],-1%,-20%,-8%,-5%,-31%[59 µM]
CCOc1ccc(Oc2c(/C=N/NC(=O)COc3ccccc3OC)c(C)nn2-c2ccccc2)cc1,-3%,-4%,0,14%,0%,-31%,-13%,-16%,9%[59 µM]
COc1ccc(-c2cc(C(=O)c3c(N)n(C)c(=O)n(C)c3=O)c3ccccc3n2)cc1OC,-4%,3%,-1,32%,2%,-19%,-25%,7%,-47%
CCCCn1c(-c2ccco2)n[nH]c1=S,4%,-4%,-2,?,-11%,-4%,3.2µM*,4%,5µM*
O=C(Nc1cc(Cl)ccc1O)C1CC(c2c(F)cccc2Cl)=NO1 (stereo unspecified),13%,9%,3,51%[activator],?,-2%,-23%,3%,1%
Cc1ccc(S(=O)(=O)N2[C@@H](c3ccc(Br)cc3)C(C(=O)O)=CC[C@H]2c2ccc(Cl)cc2)cc1,?,-9%,-3,1%,11%,nt,-12%,-5%,nt
COc1nc(Nc2cccc(C)c2)nc(N2CCCCC2)n1,-3%,-2%,-1,70%[activator],1%,-2%,-4%,3%,16%[59 µM]
COC(=O)c1cnn2c1C(=O)N(Cc1cccs1)CC2,2%,-9%,0,42%,-2%,-8%,-9%,1%,16%
COc1ccc(S(=O)(=O)N2CCOC2CNC(=O)C(=O)NCc2ccncc2)cc1 (stereo unspecified),-4%,-3%,-3,36%,1%,-11%,6%,-14%,72%
COCCCNC(=O)CSc1nc2cc3c(cc2c(=O)n1CCCCCC(=O)NCCc1ccc(OC)c(OC)c1)OCO3,-6%,i,0,18%,5%,0%,-8%,1%,4%[59 µM]
Cc1cccc(NS(=O)(=O)c2cccc(C(=O)N3CCC3)c2)c1,14%,i,-6,51%[activator],-1%,1%,-14%,6%,-7%[12.7 µM]
O=S(=O)(NCCN1CCOCC1)c1ccc(Oc2ccccc2Cl)cc1,-3%,-1%,1,-9%,0%,0%,-29%,1%,?
O=C(c1ccco1)N1CCN(S(=O)(=O)c2ccccc2)CC1,2%,-8%,3,29%,3%,-2%,3%,1%,0%[0.501 µM]
Cc1cccc(S(=O)(=O)c2c(C)cc(C)[nH]c2=O)c1,-2%,0%,1,1%,2%,-3%,-3%,-1%,9%
CCOCCCNC(=O)CN1C(=O)c2ccccc2Sc2ncccc21,3%,-3%,0,41%[activator],-6%,14%,-7%,2%,-2%
C=CCN(C(C(=O)OC)C(C)C)S(=O)(=O)CCNCc1ccccc1 (stereo unspecified),3%,-10%,-1,16%,5%,nt,-15%,0%,nt

# 2 entries picked at random from the list so far:
SMILES,Pin1 inhibitor,Tb PGK inh,PI4K2A inh,HP1b binding inh,GLS inh,BAZ2B block,JMJD2A Tudor,ERG Ets-DNA blk,G9a block
COCCCNC(=O)CSc1nc2cc3c(cc2c(=O)n1CCCCCC(=O)NCCc1ccc(OC)c(OC)c1)OCO3,-6%,i,0,18%,5%,0%,-8%,1%,4%[59 µM]
COc1nc(Nc2cccc(C)c2)nc(N2CCCCC2)n1,-3%,-2%,-1,70%[activator],1%,-2%,-4%,3%,16%[59 µM]

# The listing picks up with the 2 entries that preceded the break.
SMILES,Pin1 inhibitor,Tb PGK inh,PI4K2A inh,HP1b binding inh,GLS inh,BAZ2B block,JMJD2A Tudor,ERG Ets-DNA blk,G9a block
CCOCCCNC(=O)CN1C(=O)c2ccccc2Sc2ncccc21,3%,-3%,0,41%[activator],-6%,14%,-7%,2%,-2%
C=CCN(C(C(=O)OC)C(C)C)S(=O)(=O)CCNCc1ccccc1 (stereo unspecified),3%,-10%,-1,16%,5%,nt,-15%,0%,nt
CN(C)CCN(C(=O)C1=COCCO1)c1nc2ccc(Cl)cc2s1,0%,2%,0,35%,9%,-25%,-14%,-10%,nt
CCCCn1c(N)c(N(C)C(=O)c2c(C)nn(-c3ccccc3)c2C)c(=O)[nH]c1=O,-4%,-2%,-5,38%,-4%,nt,-21%,12%,nt
CC1CC(C)CN(C(=O)c2cc3c(=O)n4ccccc4nc3s2)C1 (stereo unspecified),-5%,i,-20,29%,2%,30%,15%,-3%,3%
CN(CC(=O)Nc1ccccc1Cl)C(=O)CSc1nncn1C,1%,-7%,-4,21%,0%,5%,-17%,-4%,?
O=S(=O)(c1ccc(F)cc1)N1CCN(S(=O)(=O)c2cccs2)CC1,-1%,-3%,2,32%,-1%,-8%,-13%,-11%,1%
COc1ccc(S(=O)(=O)N2CCN(C(=O)[C@@H]3CCCN3C(=O)c3cccs3)CC2)cc1,2%,-3%,-1,27%,4%,-7%,-3%,-6%,6%[0.501 µM]
CCOC(=O)c1c(C)[nH]c(C)c1S(=O)(=O)N(C)CC(=O)Nc1cc(C)ccc1OC,-2%,3%,-4,0%[57 µM],-3%,-14%,-30%,-8%,11%
CCOC(=O)N1CCN(C(=O)C2CCC(=O)N(CCc3ccccc3)C2)CC1 (stereo unspecified),-2%,-1%,-5,23%,0%,nt,-2%,-7%,nt
N#CCCN1CCn2c1nc1ccccc12,-12%,-2%,-1,59%[activator],4%,-16%,0%,1%,8%[59 µM]
CCOCCCNC(=O)c1ccc(NC(C)=O)cc1,1%,-2%,-3,46%[activator],-2%,10%,-1%,-4%,5%[12.7 µM]
C[C@H](NC(=O)c1cc2cc(Cl)ccc2n1C)C(=O)N[C@@H](C(=O)O)c1ccccc1,-7%,0%,-1,26%,-7%,6%,-2%,-18%,2%
COc1cc2c(cc1OC)C(C)N(C(=O)c1cc(C)on1)CC2 (stereo unspecified),2%,2%,-1,21%,-6%,-5%,-8%,-2%,34%
O=C(C1CCN(c2nc3nonc3nc2N2CCCCC2)CC1)N1CCOCC1,-4%,0%,2,31%,9%,0%,-13%,-8%,nt
CCn1c(SCC(=O)N/N=C/C=C/c2ccco2)nnc1-c1ccc(OC)cc1,-10%,-2%,-19,16%,7%,?,-12%,-6%,35µM*
O=C(CCc1ccccc1)NCc1ccccc1,-5%,nt,1,24%,-5%,5%,-13%,-2%,9%
CCN1CCN(Cc2ccc(NC(=O)c3ccc(C)c(NC(=O)c4ccno4)c3)cc2C(F)(F)F)CC1,-3%,i,-4&-4,37%,1%&0%,-15%,-20%,8%,-46%[59 µM]
CCn1cc(C(=O)N2CCN(c3ccc(OC)cc3)CC2)c(=O)c2cc(S(=O)(=O)N(C)C3CCCCC3)ccc21,1%,-8%,-1,9%,6%,nt,-8%,-5%,-3%[59 µM]
C=CCn1c(SCc2cccc(C#N)c2)nnc1-c1ccccc1O,5%,3%,0,20%,-5%,5%,?,-14%,8%[59 µM]
Cc1ccc2c(c1)N(CCC(=O)NC1CCCCC1C)C(=O)CO2 (stereo unspecified),-4%,13%,-5,4%,20%,10%,-1%,-5%,-4%
COc1ccc(NC(=O)CSc2ncnc3c2cnn3CCc2ccccc2)cc1,-1%,2%,4,28%,9%,-5%[57.1 µM],-10%,5%,28%
CCc1cc2c(C)cc(C)cc2nc1SCC(=O)Nc1cc(C)on1,6%,2%,4,36%,0%,-16%,-5%,-2%,31%

# Random draw from the library; 11% or so of the library scored in one or more.
